S1P3 agonist: activates the human S1P3 receptor; Q99500; S1P3 NFAT-BLA reporter cells, agonism, FRET ratio; relative to 1 µM S1P, basal subtracted; actives 0.1% (n = 60,000); AID 373; activation, % at 4.5 µM;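 active = activation above the screen-wide mean plus 3 SD, cut at about 4.5% in these data, passing the limit was not always enough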; also: some compounds called inactive have numbers as strong as hits
Target sequence (Q99500 whole entry, looked up): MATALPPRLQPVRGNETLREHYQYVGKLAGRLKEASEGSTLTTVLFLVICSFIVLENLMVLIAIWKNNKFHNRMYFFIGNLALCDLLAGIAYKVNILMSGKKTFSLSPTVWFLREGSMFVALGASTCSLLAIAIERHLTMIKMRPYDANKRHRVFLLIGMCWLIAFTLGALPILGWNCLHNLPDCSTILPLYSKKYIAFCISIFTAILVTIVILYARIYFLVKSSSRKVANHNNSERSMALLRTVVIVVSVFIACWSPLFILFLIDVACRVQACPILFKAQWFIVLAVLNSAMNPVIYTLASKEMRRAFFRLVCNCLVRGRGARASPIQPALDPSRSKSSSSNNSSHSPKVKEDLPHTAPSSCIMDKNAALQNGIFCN
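Assay system: stable CHO line with human S1P3, Gα16, NFAT-BLA reporter; Detection: FRET β-lactamase substrate fluorescence, excitation 405 nm, 460/535 nm emission ratio, background-subtracted; Read-out: percent activation versus median 1 µM S1P response, basal-subtracted, per plate; Incubation: cells plated overnight, compound 4 h 37 °C, substrate 2 h RT.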
5HT1E ag: 5-HT1E (human) receptor agonism | P28566 | actives 0.69% (n = 65,000) | AID 574 | activation, % at 6 µM | CHO 5-HT1E Ga15 NFAT-bla reporter, FRET; 0% DMSO wells, 100% control agonist wells;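 active = activation above a set limit, the screen-wide mean activation plus 3 SD, cut at about 8.5% in these data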;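 also: 100% = positive control agonist at 1 µM giving full maximal response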
RORa activator: RORA (human) activation | actives 1.5% (n = 65,000) | CHO-K1 Gal4-RORA LBD luciferase reporter, luminescence; percent increase over mock-subtracted basal signal | activation, % at 10 µM;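 active = activation above the mean of all tested compounds plus 3 SD, cut at about 49% in these data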;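 also: 0% = DMSO-treated RORA cells and 100% = added signal equal to DMSO minus mock-transfected cells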
SF1 activator: activates the human nuclear receptor SF-1; CHO-K1 Gal4-SF-1 LBD luciferase reporter; % increase over DMSO SF-1-specific signal; activation, % at 10 µM; actives 1.9% (n = 65,000); AID 522;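 active = activation above the mean activation of all tested compounds plus 3 SD, cut at about 50% in these data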
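material = CHO-K1 cells with Gal4–hSF-1 LBD chimera plus Gal4-driven luciferase | compound = 10 µM single point, 1% DMSO | incubation = 20 h compound exposure at 37 °C after 1 h cell settling | measured by = SteadyLite luciferase luminescence | evaluation = percent activation relative to DMSO median and mock-transfected background | control set = DMSO negative control and −SF1 background wells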
S1P1 ag pot: activates or potentiates agonism at human S1P1 receptor | P21453 | S1P1 CRE-bla cells, forskolin, beta-lactamase FRET, potentiator mode; S1P1 agonist co-added at EC20, 2 nM; 100% = saturating reference agonist, 0% = basal | activation, % at 9.5 µM | actives 0.57% (n = 56,000);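 active = activation above a cutoff set at the mean activation of all tested compounds plus 3 SD, cut at about 54% in these data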;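 also: forskolin at 4 µM as EC80 and the EC20 agonist is SEW2871; 100% = SEW2871 at its EC100 plus forskolin at EC80; some compounds past the cut are filed as inactive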
Target sequence (P21453 whole entry, looked up): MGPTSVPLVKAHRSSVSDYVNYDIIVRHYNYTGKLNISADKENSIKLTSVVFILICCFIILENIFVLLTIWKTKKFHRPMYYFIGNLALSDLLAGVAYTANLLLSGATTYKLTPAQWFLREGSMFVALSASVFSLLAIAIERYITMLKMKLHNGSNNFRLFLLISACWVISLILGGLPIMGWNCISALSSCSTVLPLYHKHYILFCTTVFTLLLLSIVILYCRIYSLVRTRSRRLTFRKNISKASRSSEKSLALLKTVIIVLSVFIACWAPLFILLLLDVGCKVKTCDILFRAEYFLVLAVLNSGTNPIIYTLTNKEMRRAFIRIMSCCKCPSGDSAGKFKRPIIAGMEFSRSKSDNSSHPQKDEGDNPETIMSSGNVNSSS
HTR1E antagonist: blocks the human 5-HT1E serotonin receptor | P28566 | CHO 5-HT1E Ga15 NFAT-bla reporter, FRET, antagonist | actives 0.99% (n = 65,000) | inhibition, % at 6 µM;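 active = inhibition above a set limit, the mean inhibition across every tested compound plus 3 SD, cut at about 29% in these data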;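 also: signal is the 460 over 535 nm emission ratio of beta-lactamase substrate; 0% = agonist plus DMSO wells and 100% = wells without agonist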
AP ELISA ortho: orthogonal test for alternative complement pathway inhibitors; Human serum alternative complement pathway, LPS-coated ELISA, C3 deposition; tested in compound mixtures; inhibition, % at 5 µM; AID 1235; actives 0.08% (n = 62,000);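 active = inhibition above 30% in each of the two pooled mixtures holding the compound, so the lower value exceeds 30%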;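 also: 0% = serum in Mg-EGTA without compound and 100% = EDTA serum blank; some compounds past the cut are filed as inactive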
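Test system: human serum complement alternative pathway, C3 deposition onto LPS / Medium: Mg2+-EGTA GVB++ buffer containing human serum at 1:15 dilution / Probe or stimulus: Plate-bound LPS / Times: 1 h at 37 °C / Signal: ELISA with HRP anti-human C3 antibody, TMB substrate, absorbance 450 nm / Measure: percent inhibition / Repeats: two pool placements per compound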
Ecoli tolC: E. coli tolC mutant growth inhibition; E. coli BW25113 tolC mutant growth, OD615; growth inhibition, % at 10 µM (by protocol); actives 2.2% (n = 65,000); AID 573;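 active = growth inhibition at or above a cutoff equal to the mean over every tested compound plus 3 SD, cut at about 60% in these data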;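 also: growth measured after 20 h incubation at 37 °C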
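signal = optical density read at 615 nm | test system = E. coli ΔtolC::kan strain BW25113 | timing = 20 h compound exposure of bacteria at 37 °C | buffer or medium = LB medium plus 50 µg/mL kanamycin | compound dosing = 10 µM final, single dose | evaluation = % inhibition of E. coli growth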
5HT1a antag: antagonists of human 5-HT1a serotonin receptor; CHO 5-HT1a Ga15 NFAT-bla reporter, antagonist mode; inhibition, % at 10 µM; actives 0.68% (n = 62,000);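 active = inhibition above the mean of all tested compounds plus 3 SD, cut at about 43% in these data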;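 also: receptor stimulated by 5-CT agonist at 100 nM near EC80; beta-lactamase reporter measured by ratiometric fluorescence of a cleavable substrate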
The depositor's hits bear a star; nt = not tested or not shown. An excerpt, so the mix of outcomes need not match the whole.

| entry | structure | S1P3 agonist | 5HT1E ag | RORa activator | SF1 activator | S1P1 ag pot | HTR1E antagonist | AP ELISA ortho | Ecoli tolC | 5HT1a antag |
| --- | --- | --- | --- | --- | --- | --- | --- | --- | --- | --- |
| 1 | CCC(=Nc1ccc2c(c1)CCC2)c1c(O)n(C)c(=O)n(C)c1=O | -1.2 | 0.3 | -19 | -16 | 14 | 11 | -7 | -29 | -6 |
| 2 | O=C(C1CCCN(c2nnc(-n3cccc3)s2)C1)N1CCC2(CC1)OCCO2 (stereo not given) | -0.2 | -1.2 | 3 | 5 | 1 | 8 | -6 | -5 | 3 |
| 3 | O=C(O)C(O)(c1ccccc1)C1CCCC1 (stereo not given) | -1.6 | -0.3 | -13 | 6 | 4 | 5 | 10 | -3 | 1 |
| 4 | c1ccc2sc(C3CCCNC3)nc2c1 (stereo not given) | nt | 99* | 32 | 13 | nt | 2 | 15 | -8 | -3 |
| 5 | COCCOC(=O)c1c(C)oc2ccc(OC(=O)N(C)C)cc12 | -1.5 | -0.3 | -5 | -7 | -7 | -2 | 6 | -2 | 7 |
| 6 | O=C(c1cc2ccccc2oc1=O)N1CCC2(CC1)OCCO2 | -1.3 | 0.6 | -16 | 6 | -10 | -2 | 21 | -13 | -2 |
| 7 | CC1CN=C(Nc2ccc(N(C)C)cc2)S1 (stereo not given) | -3.9 | 0.1 | 3 | 23 | -4 | -3 | nt | 3 | nt |
| 8 | O=C(NCc1ccc(C(=O)N2CCC3(CC2)OCCO3)cc1)c1ccc2c(c1)OCO2 | 0.0 | 0.3 | -7 | 2 | 0 | 10 | 18 | -5 | -1 |
| 9 | CC(C)OC(=O)c1c(N)n(CC2CCCO2)c2nc3ccccc3nc12 (stereo not given) | 0.6 | 3.1 | 30 | 16 | -16 | 1 | 19 | 16 | 1 |
| 10 | CN(C)CP(=O)(Nc1ccccc1)N(C)C (stereo not given) | 0.5 | 0.4 | -12 | 4 | -5 | -1 | 0 | -15 | 5 |
| 11 | CN1CCc2nc(SCC(=O)OC(C)(C)C)c(C#N)cc2C1 | -1.9 | 0.6 | 9 | 14 | 13 | 9 | nt | 6 | nt |
| 12 | Cc1c2cnn(CC(=O)N3CCC4(CC3)OCCO4)c(=O)c2c(C)n1Cc1ccccc1F | 0.5 | -0.8 | -12 | -1 | 23 | -4 | 5 | -2 | 6 |
| 13 | CCOc1ccc(-n2c(CC)nc3ccccc3c2=O)cc1 | -0.2 | 0.3 | 38 | -11 | 2 | 12 | 5 | -4 | 11 |
| 14 | CC(C)NS(=O)(=O)c1ccc(OCC(=O)N2CCN(Cc3ccccc3)CC2)cc1 | -1.2 | -1.1 | -10 | -14 | 15 | 4 | nt | -6 | -3 |
| 15 | CNP(=S)(NC)OCCOc1ccc(OC)cc1 | -0.2 | -1.1 | -6 | 8 | -14 | -2 | -15 | -12 | 9 |

Further structures follow.
| entry | structure | S1P3 agonist | 5HT1E ag | RORa activator | SF1 activator | S1P1 ag pot | HTR1E antagonist | AP ELISA ortho | Ecoli tolC | 5HT1a antag |
| --- | --- | --- | --- | --- | --- | --- | --- | --- | --- | --- |
| 16 | CC(C)(C)P(=O)(c1ccncc1)N1CCCC1 (stereo not given) | -0.5 | -0.3 | -8 | 4 | -3 | 4 | 0 | -12 | 7 |
| 17 | CC(=NCc1ccc2c(c1)OCO2)c1c(O)n(C)c(=O)n(C)c1=O | -1.3 | -0.8 | 1 | -2 | -8 | 13 | 13 | -16 | -2 |
| 18 | CN1CCC(O)(c2ccccc2)C2CCCC21 (stereo not given) | 0.0 | -0.1 | 17 | 8 | nt | 2 | -12 | -22 | 12 |
| 19 | CC(C(N)=O)N1CC(c2ccccc2)CC1=O (stereo not given) | -0.8 | -0.7 | -23 | 12 | 2 | 7 | 9 | -14 | 9 |
| 20 | CN(C)C=C1C(=O)N(C2CCCCC2)C(=O)N(C2CCCCC2)C1=O | -0.2 | 5.6 | -17 | -14 | 7 | 6 | 4 | 10 | 5 |
| 21 | CN1CC[C@@]23CCCC[C@@H]2[C@@H]1Cc1ccc(O)cc13 | 0.0 | 0.5 | 4 | 1 | -8 | -7 | 12 | 11 | nt |
| 22 | CC1(C)CN=C(Nc2nc3ccccc3s2)S1 | -0.9 | 0.7 | 54* | 70* | 12 | -7 | 13 | 27 | 4 |
| 23 | O=c1[nH]c(=O)n(Cc2ccc(F)cc2)c(O)c1C=NCCN1CCCCC1 | -1.4 | -0.5 | -7 | 4 | -8 | 6 | -4 | -13 | 1 |
| 24 | O=C(CN1CC=C(c2ccccc2)CC1)NC(=O)NCc1ccco1 | -0.6 | -0.5 | -14 | 2 | -3 | 12 | 1 | 0 | -8 |
| 25 | CCOC(=O)C1C2NC(=O)N(Cc3ccccc3)C1(C)Oc1c(OC)cccc12 (stereo not given) | 0.0 | -0.1 | 9 | -1 | -4 | 1 | 12 | -9 | 0 |
| 26 | CN1C(=O)N(C)C(=O)C2(Cc3ccccc3N3CCOCC32)C1=O (stereo not given) | -0.7 | -0.9 | -4 | 13 | 10 | 15 | 8 | -3 | 9 |
| 27 | CCC(=O)OC1(c2cccc(C)c2)CC(C)N(C)CC1C (stereo not given) | -0.8 | -0.2 | 16 | -6 | -10 | 3 | 20 | -20 | 13 |
| 28 | Fc1ccc2c(c1)nnn2C1CCN(Cc2nnnn2C2CCCCC2)CC1 | -0.6 | -0.4 | -5 | 21 | -1 | 0 | -2 | 24 | -3 |

From entry 16 to 17, copied from above:
| entry | structure | S1P3 agonist | 5HT1E ag | RORa activator | SF1 activator | S1P1 ag pot | HTR1E antagonist | AP ELISA ortho | Ecoli tolC | 5HT1a antag |
| --- | --- | --- | --- | --- | --- | --- | --- | --- | --- | --- |
| 16 | CC(C)(C)P(=O)(c1ccncc1)N1CCCC1 (stereo not given) | -0.5 | -0.3 | -8 | 4 | -3 | 4 | 0 | -12 | 7 |
| 17 | CC(=NCc1ccc2c(c1)OCO2)c1c(O)n(C)c(=O)n(C)c1=O | -1.3 | -0.8 | 1 | -2 | -8 | 13 | 13 | -16 | -2 |

Nos. 14–28 of the list above:
| entry | structure | S1P3 agonist | 5HT1E ag | RORa activator | SF1 activator | S1P1 ag pot | HTR1E antagonist | AP ELISA ortho | Ecoli tolC | 5HT1a antag |
| --- | --- | --- | --- | --- | --- | --- | --- | --- | --- | --- |
| 14 | CC(C)NS(=O)(=O)c1ccc(OCC(=O)N2CCN(Cc3ccccc3)CC2)cc1 | -1.2 | -1.1 | -10 | -14 | 15 | 4 | nt | -6 | -3 |
| 15 | CNP(=S)(NC)OCCOc1ccc(OC)cc1 | -0.2 | -1.1 | -6 | 8 | -14 | -2 | -15 | -12 | 9 |
| 16 | CC(C)(C)P(=O)(c1ccncc1)N1CCCC1 (stereo not given) | -0.5 | -0.3 | -8 | 4 | -3 | 4 | 0 | -12 | 7 |
| 17 | CC(=NCc1ccc2c(c1)OCO2)c1c(O)n(C)c(=O)n(C)c1=O | -1.3 | -0.8 | 1 | -2 | -8 | 13 | 13 | -16 | -2 |
| 18 | CN1CCC(O)(c2ccccc2)C2CCCC21 (stereo not given) | 0.0 | -0.1 | 17 | 8 | nt | 2 | -12 | -22 | 12 |
| 19 | CC(C(N)=O)N1CC(c2ccccc2)CC1=O (stereo not given) | -0.8 | -0.7 | -23 | 12 | 2 | 7 | 9 | -14 | 9 |
| 20 | CN(C)C=C1C(=O)N(C2CCCCC2)C(=O)N(C2CCCCC2)C1=O | -0.2 | 5.6 | -17 | -14 | 7 | 6 | 4 | 10 | 5 |
| 21 | CN1CC[C@@]23CCCC[C@@H]2[C@@H]1Cc1ccc(O)cc13 | 0.0 | 0.5 | 4 | 1 | -8 | -7 | 12 | 11 | nt |
| 22 | CC1(C)CN=C(Nc2nc3ccccc3s2)S1 | -0.9 | 0.7 | 54* | 70* | 12 | -7 | 13 | 27 | 4 |
| 23 | O=c1[nH]c(=O)n(Cc2ccc(F)cc2)c(O)c1C=NCCN1CCCCC1 | -1.4 | -0.5 | -7 | 4 | -8 | 6 | -4 | -13 | 1 |
| 24 | O=C(CN1CC=C(c2ccccc2)CC1)NC(=O)NCc1ccco1 | -0.6 | -0.5 | -14 | 2 | -3 | 12 | 1 | 0 | -8 |
| 25 | CCOC(=O)C1C2NC(=O)N(Cc3ccccc3)C1(C)Oc1c(OC)cccc12 (stereo not given) | 0.0 | -0.1 | 9 | -1 | -4 | 1 | 12 | -9 | 0 |
| 26 | CN1C(=O)N(C)C(=O)C2(Cc3ccccc3N3CCOCC32)C1=O (stereo not given) | -0.7 | -0.9 | -4 | 13 | 10 | 15 | 8 | -3 | 9 |
| 27 | CCC(=O)OC1(c2cccc(C)c2)CC(C)N(C)CC1C (stereo not given) | -0.8 | -0.2 | 16 | -6 | -10 | 3 | 20 | -20 | 13 |
| 28 | Fc1ccc2c(c1)nnn2C1CCN(Cc2nnnn2C2CCCCC2)CC1 | -0.6 | -0.4 | -5 | 21 | -1 | 0 | -2 | 24 | -3 |

Screening data deposited in PubChem by several laboratories.
